GSK3beta inhib – inhibitors of human GSK3beta kinase | actives 0.038% (n = 300,000) | GST-GSK3beta kinase, ADP-Glo luminescence, 60 min; stronger effect = lower value | activity score (negative = inhibition), % at 10 µM | P49841;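 active means more than half of replicate wells score below -50%, meaning over 50% inhibition versus plate controls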;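 further: 0% = median DMSO wells and -100% = median GW8510 positive control wells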
Target sequence (P49841 whole entry, looked up): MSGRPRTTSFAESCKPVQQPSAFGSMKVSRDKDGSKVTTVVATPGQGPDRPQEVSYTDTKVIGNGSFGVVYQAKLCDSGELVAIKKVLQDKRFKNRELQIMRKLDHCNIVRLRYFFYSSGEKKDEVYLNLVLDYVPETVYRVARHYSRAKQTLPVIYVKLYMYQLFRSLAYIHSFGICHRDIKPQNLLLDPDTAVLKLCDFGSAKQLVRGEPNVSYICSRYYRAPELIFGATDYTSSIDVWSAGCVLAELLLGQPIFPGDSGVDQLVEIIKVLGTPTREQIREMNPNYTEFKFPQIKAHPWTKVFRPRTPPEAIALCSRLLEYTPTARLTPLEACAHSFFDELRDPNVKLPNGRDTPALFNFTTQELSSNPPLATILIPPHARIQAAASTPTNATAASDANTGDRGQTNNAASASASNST
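test system = GST-tagged human GSK3beta kinase, cell-free | reagent = 25 µM ATP with peptide substrate | dosing = one dose of 10 µM per compound | schedule = 60 min reaction, RT | detection = luminescent ADP-Glo measurement of ADP formed | control set = DMSO neutral wells and GW8510 at 20 µM as positive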
HSF-1 act – increases HSF-1 driven luciferase reporter signal; activation, % at 9 µM; AID 504408; NIH3T3-HGL HSF-1 luciferase reporter, MG132, 8 h; 100% = twice DMSO control signal; actives 1.7% (n = 300,000);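 active means mean replicate activation of at least 50% with a set share of replicates each reaching 50%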;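 further: 0% = median of the neutral control wells and 100% = twice that signal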
HSF1 inh – HSF1 inhibition. NIH3T3-HGL HSE-luciferase, MG132-induced, luminescence 8 h; stronger effect = lower value. activity change, negative = inhibition, % at 7.5 µM (by protocol). actives 0.77% (n = 300,000);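 active means more than half of replicate wells show activity change below -50%, luminescence cut by over half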;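 further: luciferase reports HSF-1 transcriptional activity via heat shock element; 0% = median of DMSO wells and -100% = zero luminescence signal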
IEC-6 tox – kills IEC-6 intestinal cells in KLF5 counter-screen. IEC-6 cytotoxicity, luminescence viability. inhibition, % at 5 µM. actives 0.78% (n = 290,000); in the data active means inhibition above about 22%;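 further: 0% = plate median of test compound wells and 100% = cytotoxic reference compound wells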
KLF5 inhibitor – inhibitors of KLF5 expression; DLD-1 KLF5 promoter-luciferase reporter, luminescence; inhibition, % at 5 µM; actives 0.23% (n = 290,000); AID 1700;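 active means inhibition above a per-plate limit of that plate's mean compound inhibition plus 3 SD, cut at about 60% in these data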;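 further: 0% = DMSO wells and 100% = LY294002 at 200 µM; higher means less KLF5 promoter-driven luciferase light; inactives centre near -14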
HSP90 refold inh – inhibitors of HSP90 luciferase refolding in rabbit reticulocyte lysate. luciferase refolding luminescence, 3 h. inhibition, % at 5.6 µM. actives 0.91% (n = 290,000);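 active means inhibition above the screen-wide mean plus 3 SD, computed separately per campaign, cut at about 16% in these data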;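 further: 0% = DMSO wells and 100% = 60 µM geldanamycin wells; inhibitors lower the luminescence because luciferase stays unfolded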
aSyn 5UTR inh – MLPCN primary screen, SNCA 5' untranslated region. alpha-synuclein 5'UTR reporter, inhibitor activity. inhibition, % (tested at 7.5 µM). actives 0.82% (n = 300,000). AID 1813; in the data active means inhibition above about 60%;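 further: H4 neuroglioblastoma cells stably carrying SNCA 5'UTR luciferase fusion; 0% = DMSO wells and 100% = positive control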
PolyA inh – inhibitors of polyadenylation in S. cerevisiae. S. cerevisiae SKY197-pL101 polyadenylation reporter, beta-gal luminescence; efflux-impaired pdr1/pdr3 knockout yeast; score 100 = 6 SD above DMSO. calls only at 12 µM. actives 0.02% (n = 300,000);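 active means lowest replicate activity score at least 50, where 100 means six control SD above control mean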;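 further: yeast exposed to compound for 9 h at 30 °C; higher score means more reporter readthrough which indicates perturbed polyadenylation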
GSK3A inh – blocks human GSK-3 alpha kinase | ADP-Glo luminescence, 60 min | inhibition, % at 10 µM | actives 0.1% (n = 320,000) | AID 2650 | P49840;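 in the data active means inhibition above about 50%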;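 further: GST-tagged GSK-3 alpha with peptide substrate and 25 µM ATP; 0% = DMSO neutral wells and 100% = GW8510 positive control wells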
Target sequence (P49840 whole entry, looked up): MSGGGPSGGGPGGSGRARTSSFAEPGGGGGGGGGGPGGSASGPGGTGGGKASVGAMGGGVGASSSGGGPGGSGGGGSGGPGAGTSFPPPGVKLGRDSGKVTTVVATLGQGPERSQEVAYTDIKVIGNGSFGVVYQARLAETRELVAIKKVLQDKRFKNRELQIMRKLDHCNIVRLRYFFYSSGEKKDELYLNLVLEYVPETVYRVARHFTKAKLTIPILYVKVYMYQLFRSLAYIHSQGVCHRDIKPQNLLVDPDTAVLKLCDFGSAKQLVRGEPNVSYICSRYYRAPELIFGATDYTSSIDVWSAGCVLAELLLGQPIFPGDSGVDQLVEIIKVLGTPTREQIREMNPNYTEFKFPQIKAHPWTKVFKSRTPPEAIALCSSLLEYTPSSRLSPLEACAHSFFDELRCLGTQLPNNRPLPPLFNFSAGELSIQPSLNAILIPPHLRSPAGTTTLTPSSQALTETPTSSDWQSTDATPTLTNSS
AI-2 QS modul – modulators of Vibrio harveyi AI-2 quorum sensing system; activity change, % at 7.5 µM; AID 2094; Vibrio harveyi JMH597 AI-2 luminescence/OD600 ratio, 9 h; stronger effect = lower value; strain lacks LuxN and CqsS sensors; 0 = neutral-control median; actives 0.4% (n = 300,000); in the data active means activity change below about -75%, passing the limit was not always enough;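 further: luminescence divided by OD600 gain over 9 h not by final OD600 alone; inactives centre near 13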
* marks the source's active call; other numbers are inactive results; i = inactive; . = no result given. Some of the compounds tested, so the mix of outcomes need not match the whole.

Compound	GSK3beta inhib	HSF-1 act	HSF1 inh	IEC-6 tox	KLF5 inhibitor	HSP90 refold inh	aSyn 5UTR inh	PolyA inh	GSK3A inh	AI-2 QS modul
Cc1c(C)c2ccc(OC(C)C(=O)N[C@@H](Cc3c[nH]c4ccccc34)C(=O)O)c(C)c2oc1=O (stereo partly specified)	1	0	1	4	14	1	1	i	1	3
Nn1c(SCC(=O)NCCC2=CCCCC2)nnc1C1CCCCC1	-7	1	-4	0	-19	0	2	i	-2	15
N#C/C(C(=O)N1CCOCC1)=C1/SC(Cc2ccccc2Cl)C(=O)N1c1ccccc1 (stereo unspecified)	-2	3	-5	-3	-6	-1	-2	i	2	10
COc1ccc(S(=O)(=O)n2nc(OC(=O)c3ccc(C)cc3)cc2N)cc1	-1	0	-2	3	-11	5	5	i	1	35
C=CCn1c(=N)n(CC(O)COc2ccc(OC)cc2)c2ccccc21 (stereo unspecified)	-3	36	26	-2	-18	2	19	i	3	27
COc1ccc(Cl)cc1N1CC(c2nc3ccccc3[nH]2)CC1=O (stereo unspecified)	2	-5	2	-4	-5	2	-6	i	-1	11
O=C(O)c1cccc(CN2C(=O)SC(Nc3cccc4ccccc34)C2=O)c1 (stereo unspecified)	6	-2	-5	-3	-23	5	-10	i	-4	9
COc1ccccc1N(CC(=O)N/N=C/c1ccc(C(=O)O)cc1)S(=O)(=O)c1ccc(C)cc1	1	0	-4	1	-13	2	-11	i	-2	22
CN(C)CCCN(C(=O)c1ccco1)c1nc2c(F)cc(F)cc2s1	2	46	10	-6	-12	-2	-32	i	0	24
COc1ccc(C2C(C#N)=C(N)Oc3n[nH]c(C)c32)cc1CN1CCN(c2ccc(F)cc2)CC1 (stereo unspecified)	2	5	6	2	-22	-2	-1	i	-1	-26
Cc1cccc(NC(=O)C23CCC(C)(C(=O)O2)C3(C)C)c1 (stereo unspecified)	-6	-17	-2	-7	-6	-2	21	i	-1	2
C[C@H]1C=C(C(=O)N2CCOCC2)O[C@@H](OCc2ccc(CO)cc2)C1	-1	-10	7	0	-1	-4	0	i	-2	15
CC1=NN(c2ccccc2)C(=O)/C1=C/c1cccs1	-6	-5	4	4	2	1	-9	i	-2	22
CCn1c2ccccc2c2cc(NC(=O)c3cccc(OC)c3)ccc21	-2	40	34	9	-62	-2	-180	i	6	1
O=C1C2CCCN2C(c2ccc(F)c(F)c2)N1c1cccc(Cl)c1 (stereo unspecified)	-1	-5	0	-4	3	-2	-2	i	.	13
CC(=O)c1sc2nc(CSc3nncn3C)[nH]c(=O)c2c1C	-11	36	4	1	4	3	-3	i	10	31
CC(C)(C)c1ccc(C(=O)N/N=C/c2cccc(Cl)c2)cc1	-1	0	10	1	-50	0	-89	i	-1	44
CC1CCCCC1NC(=O)CC1Oc2ccccc2NC1=O (stereo unspecified)	2	-7	0	0	-19	-2	-3	i	-1	19
COCCNC(=O)c1cc(-c2cccnc2)nc2ccc(Br)cc12	3	-1	2	1	-42	5	-7	i	1	16
Cc1ccc(SCC(=O)NNC(=O)c2ccccc2)cc1C	-3	3	-4	6	-8	3	7	i	2	13
CS(=O)(=O)N1CCN(c2ccnc3cc(Cl)ccc23)CC1	-12	26	-3	-2	-17	-3	-7	i	5	2
CCCOC(=O)CCCCCCCCC(O)CN1CCCCC1 (stereo unspecified)	0	-4	-3	1	-24	-1	9	i	-6	-4
COc1cccc2c1OCC(CN1CCN(Cc3ccccc3F)C(CCO)C1)=C2 (stereo unspecified)	0	23	6	-4	-62	3	21	i	-4	2
O=C1CC(c2cccnc2)c2cc3c(cc2N1)OCO3 (stereo unspecified)	3	-2	-3	-2	12	-2	9	i	-1	3
COc1ccc(CCC(=O)Nc2nnc(C(C)(C)C)s2)cc1	-1	3	3	0	-21	-8	17	i	-4	9
C=CCN1C(=O)[C@@H]2Cc3c([nH]c4ccccc34)C(c3cc(OC)c(OC)c(OC)c3)N2C1=S (stereo partly specified)	-8	-50	-40	4	4	10	31	i	-2	-1
COC(=O)c1cc(C(=O)NCCN2C(=O)S/C(=C\c3cccs3)C2=O)cc([N+](=O)[O-])c1	1	16	11	-2	10	-1	6	i	-2	26
COc1cccc(CN2CCN(Cc3nc(-c4cccs4)oc3C)CC2CCO)c1 (stereo unspecified)	1	-4	10	-1	-20	-2	7	i	0	18
Cc1ccccc1NC(=O)c1cc(S(=O)(=O)Nc2cccc(C(=O)O)c2)ccc1Cl	3	-1	-3	0	-20	-1	10	i	-4	12
Cc1ccc(NC(=S)NNC(=S)NC2CCCCC2)cc1	2	27	6	0	-44	-2	-27	i	-1	0
CCOC(=O)C1(Cc2cccc(Cl)c2)CCCN(C(=O)C2CC2)C1 (stereo unspecified)	1	7	8	-2	-5	3	-33	i	-1	25
CCCCNC(=O)COC(=O)CNC(=O)c1cc(Cl)cc([N+](=O)[O-])c1	-5	-12	-4	-2	-12	-6	-4	i	1	53
O=C(c1ccccc1)c1cc2ccccc2o1	1	54*	31	-4	-41	-3	-149	i	-2	3
S=C(NCc1ccccc1)Nc1ccc(Oc2ccccc2)cc1	-1	-3	-14	7	-5	1	6	i	.	1
Cc1cc(C)c2[nH]c(C(=O)Nc3ccc(F)cc3Br)cc2c1	9	31	7	4	-30	9	-34	i	-1	26
COc1ccc(C)cc1S(=O)(=O)N(C)CC(=O)N1CCN(C)CC1	1	-2	6	-1	-79	1	14	i	-4	-2
COCCNC(=O)Cn1nc(C)c([N+](=O)[O-])c1C	0	-1	-2	-7	-68	0	10	i	-1	0
COc1ccc(C(=O)NCc2csc(-c3cccs3)n2)cc1	-3	.	.	0	-12	0	.	i	-2	11
Cc1c(C(=O)NNc2cc(=O)n(C)c(=O)n2C)cccc1[N+](=O)[O-]	-2	-15	-2	-4	16	2	-32	i	-2	11
O=C(CN1CCOCC1)Nc1ccc(C2CCCCC2)cc1	6	14	11	2	-70	2	-75	i	-5	-3
COc1ccccc1N1CCN(C2CCCN(C(=O)c3ccoc3C)C2)CC1 (stereo unspecified)	3	3	-3	-5	-25	-8	-21	i	-2	11
CCN1C(=O)CC(NC2CCN(C(=O)c3ccc(F)cc3)CC2)C1=O (stereo unspecified)	-2	0	-1	-1	-12	-2	10	i	-2	8
Cc1nc2ccc(NC(=O)N3CCSCC3)cc2nc1C	-3	.	.	-2	-17	-1	13	i	-2	10
CCN(/C=N/c1sc2c(c1C#N)CCCCC2)CC	-2	60*	29	0	-69	0	-142	i	-4	-8
COc1ccc(NC(=O)Nc2ccc3nsnc3c2)cc1	-1	.	.	3	-125	2	-138	i	-3	3
CCOC(=O)CSC1=Nc2ccccc2C2=NC(CC(=O)NCc3ccc4c(c3)OCO4)C(=O)N12 (stereo unspecified)	.	.	.	-7	-25	1	.	.	6	.
CCC(=O)Nc1ccc(C(=O)NCCCn2ccnc2)cc1	1	2	-1	11	-10	3	11	i	-2	9
COC(=O)c1c(NC(=O)CN2CCN(S(=O)(=O)c3ccccc3[N+](=O)[O-])CC2)sc2c1CCC(C)C2 (stereo unspecified)	-2	-11	-7	13	-3	3	40	i	-2	24
O=C(C1CC1)N1CCN(c2ccc(O)cc2)CC1	.	19	-4	2	-6	0	-5	i	0	.
CC(C)C(C(=O)O)N1C(=O)/C(=C/c2cccn2C)SC1=S (stereo unspecified)	.	.	.	3	2	-4	.	.	-1	.
COc1cccc(/C=C/C(=C2/C(=O)N(c3ccccc3)N=C2C)c2ccccc2)c1OC	-6	-11	-3	-3	-9	-5	29	i	-2	12
O=C(CN1CCN(S(=O)(=O)c2ccccc2)CC1)Nc1cccc(C(F)(F)F)c1	0	18	0	-8	-51	0	15	i	1	-1
Cc1nn(C(=O)c2cccnc2)c(C)c1Sc1ccc(Br)cc1	1	8	3	-3	7	0	-17	i	-2	55
CC1CCCCN1C(=O)CCn1c(=O)oc2ccccc21 (stereo unspecified)	-1	-7	-5	1	-30	0	1	i	1	8
CCOc1cc(C(=O)Nc2cccc3ncccc23)cc(OCC)c1OCC	5	13	4	-5	-13	3	19	i	.	33
CCOc1ccc2nc(NC(=O)C3=NNC(=O)CC3)sc2c1	0	8	7	-5	-24	6	-73	i	-1	32
O=C(NCCCN1CCCC(O)C1)c1cc(COc2ccc(F)cc2F)on1 (stereo unspecified)	-1	1	0	-2	-13	-2	5	i	0	2
COc1ccc(NS(=O)(=O)c2ccc(NC(=O)C(C)(C(F)(F)F)C(F)(F)F)cc2)nn1	1	3	-6	-8	-13	-3	5	i	1	6
CCc1ccc(N(C(=O)c2ccoc2C)C(C(=O)NC2CCCC2)c2ccc(OC)cc2)cc1 (stereo unspecified)	-1	-13	5	2	27	4	24	i	-3	6
NS(=O)(=O)c1ccc(CCNCc2ccccc2OCc2ccc(Cl)cc2)cc1	2	2	5	-1	-14	-2	-3	i	-1	27

(listing goes on)
Compound	GSK3beta inhib	HSF-1 act	HSF1 inh	IEC-6 tox	KLF5 inhibitor	HSP90 refold inh	aSyn 5UTR inh	PolyA inh	GSK3A inh	AI-2 QS modul
CN(C(=O)c1ccc(-c2nn(C)c(=O)c3ccccc23)cc1)C1CCCCC1	-1	30	13	7	5	2	21	i	2	-3
COc1ccc(N2CCN(S(=O)(=O)CCNC(=O)c3cccs3)CC2)cc1	-1	5	-8	.	.	.	-15	i	-1	24
O=C(c1ccccc1Nc1ccc(SC(F)F)cc1)N1CCCCC1	3	8	1	7	-2	4	-4	i	-2	17
CSc1ncccc1C(=O)OCC(=O)c1ccccc1	-1	12	17	-4	-18	0	-4	i	-2	14
Cc1ccc(NC(=O)CSc2nnc(CNC(=O)c3c(F)cccc3Cl)o2)cc1	-1	11	1	-2	-25	1	-12	i	-3	28
COc1ccc(N2CCN(CC(=O)Nc3cccc(S(=O)(=O)N4CCOCC4)c3)CC2)cc1	6	2	3	3	-7	-1	24	i	-1	18
CCCn1c(N)c(N(CCOC)C(=O)CSCC(=O)Nc2ccc(OC)cc2)c(=O)[nH]c1=O	1	4	-2	.	.	.	11	i	-2	1
O=C(CN1CCOCC1)Nc1ccc2c(c1)OCO2	1	-3	-6	0	-2	1	-9	i	-3	18
COC(=O)c1ccccc1NC(=O)CN1CCC(C)CC1	-2	-9	-3	6	-12	2	32	i	-4	21
Cc1cc(C)c(C)c(OCC(=O)N2CCN(c3ccccn3)CC2)c1	-3	-5	0	-2	-15	2	3	i	-3	13
O=C(O)c1ccc(CN2CCCCC2)o1	2	-12	-12	-5	-12	5	-1	i	0	19
